Compound activity (PubChem BioAssay)
Statin myotox sup – suppressors of simvastatin-induced myotoxicity in C2C12 myotubes. AID 602340. 330,000 tested, 0.78% active. rescue of ATP level, % at 7.49 µM. ATP luminescence, 48 h; scaled: DMSO 0, geranylgeraniol control 100;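 active = mean ATP rescue above about 67%, or every replicate alone reaching that limit, limit read from the data, passing the limit was not always enough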;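 note: myotubes were challenged with 10 µM simvastatin during compound exposure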
miR-122 sensor – blocks miR-122 activity in Huh7 sensor cells; 340,000 tested, 0.3% active; Huh7 miR-122 Renilla luciferase sensor, 48 h; neutral wells = 0, positive control = 100; activation (reporter increase), % at 12.5 µM;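 active = mean replicate activation score at least 90 and every replicate individually at or above 90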;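 note: higher luciferase means less miR-122 activity so hits act as miR-122 inhibitors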
ERp5 block – blocks human ERp5 reductase activity on insulin; inhibition, % at 9.99 µM; 350,000 tested, 0.05% active; ERp5 insulin aggregation, absorbance 650 nm, 90 min; Q15084;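 active = mean replicate inhibition above about 25%, with every replicate also reaching it, limit read from the data, passing the limit was not always enough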
Target sequence (Q15084 whole entry, looked up): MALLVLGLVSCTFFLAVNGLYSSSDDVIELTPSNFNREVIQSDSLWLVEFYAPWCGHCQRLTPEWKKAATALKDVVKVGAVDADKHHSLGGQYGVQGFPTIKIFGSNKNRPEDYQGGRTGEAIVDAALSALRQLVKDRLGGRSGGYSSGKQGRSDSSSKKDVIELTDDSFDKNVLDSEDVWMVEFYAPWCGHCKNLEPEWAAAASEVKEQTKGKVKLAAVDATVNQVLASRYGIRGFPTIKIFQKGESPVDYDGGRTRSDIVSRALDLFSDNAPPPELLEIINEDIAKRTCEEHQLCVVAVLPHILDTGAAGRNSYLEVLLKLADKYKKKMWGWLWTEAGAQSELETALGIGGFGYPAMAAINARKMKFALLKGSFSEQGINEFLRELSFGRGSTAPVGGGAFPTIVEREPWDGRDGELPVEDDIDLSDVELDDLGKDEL
ARNT-TACC3 inh – disrupts binding between human ARNT and TACC3; AlphaScreen His-ARNT PAS-B/GST-TACC3 binding, luminescence; TACC3 fragment carries E629A point mutation; inhibition, % at 9.99 µM; 390,000 tested, 0.66% active; AID 623870;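 active = mean inhibition of replicates at least 50% and at least half of replicates each reaching 50%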;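 note: 0% = complete ARNT plus TACC3 wells and 100% = ARNT alone without TACC3; many hits fall short of the cut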
Cneo AK release – Cryptococcus neoformans lysis via adenylate kinase release; 360,000 tested, 0.2% active; C. neoformans lysis, adenylate kinase release luminescence, 4 h; normalised: neutral wells 0, clomiphene wells 100; AID 651654; lysis activity, % at 15 µM;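 active = mean lysis activity across replicates of at least 80%, whatever share of replicates individually reach that level; inactive = mean lysis activity below 80%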
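Signal: Adenylate kinase release luminescence | Assay system: Log-phase Cryptococcus neoformans yeast cells | Input: Cells at 5 × 10^6 per mL | Buffer or medium: Fresh YPD growth medium | Compound: Single dose | Schedule: Static 4 h at 37 °C with compound, 1 h detection | Controls: Clomiphene | Read-out: Luminescence rise reflecting yeast cell lysis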
SIRT5 inh – inhibitors of human sirtuin-5 desuccinylase | 330,000 tested, 1.1% active | inhibition, % at 15 µM | Q9NXA8 | Purified SirT5, succinyl-peptide AMC, trypsin-coupled fluorescence; in the data active = inhibition above about 15%
Target sequence (Q9NXA8 whole entry, looked up): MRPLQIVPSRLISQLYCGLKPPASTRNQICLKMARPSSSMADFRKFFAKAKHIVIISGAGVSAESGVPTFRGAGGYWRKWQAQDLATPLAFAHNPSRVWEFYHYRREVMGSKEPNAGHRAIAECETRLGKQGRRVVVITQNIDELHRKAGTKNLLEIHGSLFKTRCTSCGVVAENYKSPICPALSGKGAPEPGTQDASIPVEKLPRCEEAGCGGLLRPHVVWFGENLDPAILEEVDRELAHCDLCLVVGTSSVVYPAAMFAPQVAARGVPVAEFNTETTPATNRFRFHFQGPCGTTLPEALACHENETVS
esBAF inh – inhibitors of esBAF chromatin remodeling in mouse ES cells; Bmi1-luciferase knock-in reporter, 24 h; 100% = twice the neutral-well signal; reporter increase, % at 12.5 µM; 350,000 tested, 2% active; AID 602393; in the data active = activation above about 40%;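 note: 0% = median of the plate's neutral control wells and 100% = double that signal; a rise in the Bmi1 reporter signal indicates esBAF inhibition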
Active calls of the source: *; · = no result given; & = joins results of further samples; [ ] = remark or other dose.

Preview, 19 compounds:
SMILES	Statin myotox sup	miR-122 sensor	ERp5 block	ARNT-TACC3 inh	Cneo AK release	SIRT5 inh	esBAF inh
O=C(Nc1cccc(C(=O)Nc2ccc(Cl)cn2)c1)c1ccccc1	-22	-2	6	-2	-1	-4	34
O=C(NCc1ccco1)c1ccc(OCC2CCCO2)cc1 (configuration not stated)	2	-8	·	0	19	·	26
Cc1cc2c(c(=O)n1Cc1ccco1)C(c1cccnc1)C(C#N)=C(N)O2 (configuration not stated)	·	16	·	0	1	·	2
CC(C)NC(=O)Nc1ccc2c(c1)C(=O)N([C@@H](C)CO)C[C@@H](C)[C@H](CN(C)Cc1ccccc1)OCCCC[C@@H](C)O2	-4	2[16.7 µM]	-4	-6	3	-2	0
Cn1nc(C(=O)NNC(=O)COc2ccccc2)c2ccccc2c1=O	0	1	-2	-6	·	-2	2
Cc1cc(C)nc(NS(=O)(=O)c2ccc(NC(=O)Cn3c(=O)oc4ccccc43)cc2)n1	4	-2	6	1	2	·	1
O=C(CSc1cccc2cccnc12)OCC(=O)c1ccccc1	1	7	·	53*	-6	·	0
Cc1ccc(OC(=O)CCNC(=O)c2ccccc2Cl)c(Br)c1	-13	0	-6	11	·	0	-3
CN1C(=O)c2cc(NC(=O)c3ccc(F)c(F)c3)ccc2OC[C@H]2O[C@H](CC(=O)N3CCCCC3)CC[C@@H]21	9	-9[16.7 µM]	-5	-10	-3	2	3
Clc1ccc(-c2nnc3ccccn23)cc1	10	1	·	-2	2	·	-6
Cc1cc(C)cc(-n2ncc3c2CCCC3NC(=O)C2(C(N)=O)CC2)c1 (configuration not stated)	-3	3	-3	-3	1	-2	6
COCCNc1nc2ccccc2n2cnnc12	3	-2	2	-7	-3	17*	-9
C[C@@H]1CN([C@H](C)CO)C(=O)c2cc(NC(=O)CCC(F)(F)F)ccc2O[C@@H]1CN(C)S(=O)(=O)c1cccs1	13	-4[16.7 µM]	-3	2	0	-3	-2
CCN1CCCC1CNC(=O)C(=O)NCc1ccccc1 (configuration not stated)	-2	-7	6	-8	5	-6	-2
CN(CCN1CCOCC1)C(=O)CC1C(=O)NCCN1Cc1ccccc1C(F)(F)F (configuration not stated)	-8	6	-1	-28	-1	2	-2
CC(C)N1CCC(N2CCN(Cc3cc(F)ccc3-n3cccn3)CC2CCO)CC1 (configuration not stated)	·	-6	5	7	·	-3	·
Fc1ccc(Cn2c(-c3cscn3)nc3ccccc32)c(Cl)c1	47	-6	·	-6	-1	·	-3
CC(NC(=O)COc1ccccc1)C(=O)NCc1ccccc1Cl (configuration not stated)	3	-5	-5	3	1	-1	0
COC(=O)c1ccc(OC(=O)C2CC(=O)N(c3ccc(C)cc3C)C2)cc1 (configuration not stated)	-7	1	·	-7	3	·	-3

All compounds of this part, from the start:
SMILES	Statin myotox sup	miR-122 sensor	ERp5 block	ARNT-TACC3 inh	Cneo AK release	SIRT5 inh	esBAF inh
O=C(Nc1cccc(C(=O)Nc2ccc(Cl)cn2)c1)c1ccccc1	-22	-2	6	-2	-1	-4	34
O=C(NCc1ccco1)c1ccc(OCC2CCCO2)cc1 (configuration not stated)	2	-8	·	0	19	·	26
Cc1cc2c(c(=O)n1Cc1ccco1)C(c1cccnc1)C(C#N)=C(N)O2 (configuration not stated)	·	16	·	0	1	·	2
CC(C)NC(=O)Nc1ccc2c(c1)C(=O)N([C@@H](C)CO)C[C@@H](C)[C@H](CN(C)Cc1ccccc1)OCCCC[C@@H](C)O2	-4	2[16.7 µM]	-4	-6	3	-2	0
Cn1nc(C(=O)NNC(=O)COc2ccccc2)c2ccccc2c1=O	0	1	-2	-6	·	-2	2
Cc1cc(C)nc(NS(=O)(=O)c2ccc(NC(=O)Cn3c(=O)oc4ccccc43)cc2)n1	4	-2	6	1	2	·	1
O=C(CSc1cccc2cccnc12)OCC(=O)c1ccccc1	1	7	·	53*	-6	·	0
Cc1ccc(OC(=O)CCNC(=O)c2ccccc2Cl)c(Br)c1	-13	0	-6	11	·	0	-3
CN1C(=O)c2cc(NC(=O)c3ccc(F)c(F)c3)ccc2OC[C@H]2O[C@H](CC(=O)N3CCCCC3)CC[C@@H]21	9	-9[16.7 µM]	-5	-10	-3	2	3
Clc1ccc(-c2nnc3ccccn23)cc1	10	1	·	-2	2	·	-6
Cc1cc(C)cc(-n2ncc3c2CCCC3NC(=O)C2(C(N)=O)CC2)c1 (configuration not stated)	-3	3	-3	-3	1	-2	6
COCCNc1nc2ccccc2n2cnnc12	3	-2	2	-7	-3	17*	-9
C[C@@H]1CN([C@H](C)CO)C(=O)c2cc(NC(=O)CCC(F)(F)F)ccc2O[C@@H]1CN(C)S(=O)(=O)c1cccs1	13	-4[16.7 µM]	-3	2	0	-3	-2
CCN1CCCC1CNC(=O)C(=O)NCc1ccccc1 (configuration not stated)	-2	-7	6	-8	5	-6	-2
CN(CCN1CCOCC1)C(=O)CC1C(=O)NCCN1Cc1ccccc1C(F)(F)F (configuration not stated)	-8	6	-1	-28	-1	2	-2

Whole records as entered above:
`Cc1cc(C)nc(NS(=O)(=O)c2ccc(NC(=O)Cn3c(=O)oc4ccccc43)cc2)n1` in the list: Statin myotox sup: 4; miR-122 sensor: -2; ERp5 block: 6; ARNT-TACC3 inh: 1; Cneo AK release: 2; SIRT5 inh: ·; esBAF inh: 1
`Cc1cc2c(c(=O)n1Cc1ccco1)C(c1cccnc1)C(C#N)=C(N)O2` (configuration not stated) in the list: Statin myotox sup: ·; miR-122 sensor: 16; ERp5 block: ·; ARNT-TACC3 inh: 0; Cneo AK release: 1; SIRT5 inh: ·; esBAF inh: 2

Continuation:
SMILES	Statin myotox sup	miR-122 sensor	ERp5 block	ARNT-TACC3 inh	Cneo AK release	SIRT5 inh	esBAF inh
CC(C)N1CCC(N2CCN(Cc3cc(F)ccc3-n3cccn3)CC2CCO)CC1 (configuration not stated)	·	-6	5	7	·	-3	·
Fc1ccc(Cn2c(-c3cscn3)nc3ccccc32)c(Cl)c1	47	-6	·	-6	-1	·	-3
CC(NC(=O)COc1ccccc1)C(=O)NCc1ccccc1Cl (configuration not stated)	3	-5	-5	3	1	-1	0
COC(=O)c1ccc(OC(=O)C2CC(=O)N(c3ccc(C)cc3C)C2)cc1 (configuration not stated)	-7	1	·	-7	3	·	-3
COc1ccc(NC(=O)N2CCCCN3[C@@H](CO)[C@H](c4ccc(C#Cc5ccccc5)cc4)[C@@H]3C2)cc1	·	-8[16.7 µM]	-5	-3	60	-1	·
C[C@H](CO)N1C[C@H](C)[C@@H](CN(C)C(=O)CC2CC2)Oc2cc(C#CCC3CCCC3)ccc2S1(=O)=O	-39	40[16.7 µM]	-1	-1	-2	9	0
CC(C)NC(=O)N(C)C[C@@H]1Oc2ncc(-c3cccc(F)c3)cc2C(=O)N([C@H](C)CO)C[C@@H]1C	11	-4[16.7 µM]	3	0	-1	-3	1
COc1ccc2nc(Nc3nc(-c4ccncc4)cs3)sc2c1	·	·	1	-1	1	-2	·
COCOCCn1cc(CN2CCS(=O)(=O)N(Cc3ccc(-c4ccc(F)cc4)cc3)C(C(C)C)C2=O)nn1 (configuration not stated)	2	-6	3	·	1	2	14
CCOC(=O)c1cnn(-c2nc(-c3ccccc3F)cs2)c1C(F)(F)F	7	-6	·	-52	-1	·	-6
C[C@@H]1CN([C@@H](C)CO)S(=O)(=O)c2ccc(-c3cncnc3)cc2O[C@@H]1CN(C)C	-7	11[16.7 µM]	-2	-6	2	-3	3
O=C(C1=C[C@@H](c2ccc(C(F)(F)F)cc2)C[C@@H](OCc2ccc(CO)cc2)O1)N1CCOCC1	-8	-2	-3&7	0	-4&0	-9&-1	-4
COc1ccc(-c2ccc3n(c2=O)C[C@H]2[C@H](CO)[C@@H](C(=O)N(C)C)N(CC4CCOCC4)[C@@H]32)cc1	-9	1[16.7 µM]	14	-1	-8	-10	-1
CC(C)(C)C1CCNC(=O)CC1 (configuration not stated)	-2	-1	1	·	2	-4	0
Cn1cnc(S(=O)(=O)N2C[C@@H](O)COC[C@H]3O[C@H](CC(=O)N4CCN(c5ccccc5)CC4)CC[C@@H]32)c1	15	-8[16.7 µM]	-6	6	-3	-1	1
O=S(=O)(NCCN1CCCC1)c1ccc(C(F)(F)F)cc1	2	3	-1	-4	-2	6	-1
CCCc1[nH]nc2c1C(C1CC=CCC1)C(C#N)=C(N)O2 (configuration not stated)	·	·	2	5	·	-1	·
O=C(CC1C(=O)NCCN1Cc1ccc(-c2ccccc2)cc1)NCc1ccccc1 (configuration not stated)	-4	-2	4	-1	-18	-3	-3
COc1cc(OC)cc(OC)c1	0	0	9	·	-2	-1	5
CS(=O)(=O)c1ccc(Cl)c(NC(=O)COC(=O)Cc2c[nH]c3ccccc23)c1	-6	-1	0	0	-1	1	-3
CC(C)(Oc1ccc(Cl)cc1)C(=O)OCn1nnc2ccccc2c1=O	14	5	2	-3	0	-4	4
COc1ccc(-n2ncc3c2CC(C)(C)CC3NC(=O)c2ccc(OC)o2)cc1 (configuration not stated)	-4	-7	14	-4	0	0	3
COc1ccc(OC)c(-c2nc(C(=O)NC3CCN(Cc4ccccc4)CC3)cc3c2[nH]c2ccccc23)c1	-37	7	3	5	0	1	-6
COc1ccc(-c2ccc3c(c2)O[C@@H](CN(C)C(=O)Nc2ccccc2F)[C@H](C)CN([C@@H](C)CO)S3(=O)=O)cc1	-24	14[16.7 µM]	-7	8	0	-3	-4
O=C(NCCCNC(=O)c1cnccn1)c1ccc(Br)cc1	-1	-1	0	-18	-5	1	-9
COc1cccc(-c2ccc([C@@H]3[C@H]4CN(CC5CC5)CCCCN4[C@H]3CO)cc2)c1	14	3[16.7 µM]	6	2	-4	-3	5
Cc1ccc(C(=O)O)cc1N1C(=O)c2cccc3c([N+](=O)[O-])ccc(c23)C1=O	13	-1	0	1	4	8	0
Cc1ccsc1C(=O)OCc1nc2ccccc2c(=O)[nH]1	-7	1	·	·	-1	·	23
O=C(C[C@@H]1C=C[C@H](NC(=O)C2CC2)[C@H](CO)O1)NCCCN1CCOCC1	-1	·	-7	-1	2	2	1
CCOc1ccc(/C=N/NC(=O)Cc2cccs2)cc1	·	-3	5	·	-2	-2	·
CCCNC(=O)N1C[C@H]2[C@@H](c3ccccc31)[C@H](CO)N2Cc1ccc2c(c1)OCO2	-5	-17[16.7 µM]	5	3	0	-1	1
O=Cc1cccn1Cc1ccccc1[N+](=O)[O-]	6	-15	-3	-7	1	6	-12
O=[N+]([O-])c1ccc(-c2cnc3ccccc3n2)cc1	-1	-12	0	-4	2	-11	55*
CO[C@@H]1CN(C)C(=O)c2cc(NC(=O)c3ccccc3)ccc2OC[C@H](C)N(C(=O)C2CC2)C[C@@H]1C	-4	-7[16.7 µM]	-7	2	-2	5	-10
CC(=O)c1cccc(NCC(=O)Nc2cc(S(=O)(=O)N3CCCCC3)ccc2C)c1	-4	·	-5	3	0	0	11
CCCc1ccc(C(=O)Cn2nc(C(=O)O)c3ccccc3c2=O)cc1	·	·	0	-7	·	-9	·
Cc1ccc(CCNC(=O)C2CC(c3ccc(C(F)(F)F)cc3)=NO2)cc1 (configuration not stated)	-6	1	1	-1	-3	1	-5
COC(=O)c1c(C)[nH]c(C(=O)OCC(=O)N2c3ccccc3NC(=O)C2(C)C)c1C	-8	-6	·	1	1	·	0
Cc1cccc(N=C2NC(=O)/C(=C/C=C/c3ccco3)S2)c1	·	·	4	-6	·	1	·
Cc1ccc(S(=O)(=O)N2CCN(C(=O)COC(=O)CCOc3ccc(C(C)(C)C)cc3)CC2)cc1	-5	2	-1	0	·	-2	2
CCNC(=O)C[C@@H]1CC[C@H]2[C@@H](COc3ccc(NC(=O)Nc4ccccc4OC)cc3C(=O)N2C)O1	0	-1[16.7 µM]	·	-9	51	3	-6
O=C(NCC(=O)N(c1ccc(F)cc1)C(C(=O)NC1CCCCC1)c1ccncc1)c1ccco1 (configuration not stated)	-3	5	6	·	0	0	1
